NPY-Y1 antag = NPY-Y1 receptor antagonists, primary screen, cell-based | hit rate 1% among 200,000 | inhibition, % at 3.6 µM | HEK293-CNG Y1 cells, membrane potential fluorescence; NPY at EC95, then isoproterenol;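 active = inhibition above the campaign mean inhibition of all tested compounds plus 3 SD, cut at about 20% in these data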;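 note: 0% = DMSO wells given NPY plus isoproterenol and 100% = isoproterenol alone without NPY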
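Material: HEK293 cells with Y1 receptor plus CNG channel; times: compound incubation 1 h at room temperature, readout 45 min post-stimulation; signal: fluorescence, membrane potential probe; read-out basis: fluorescence ratio normalized to % inhibition between controls; benchmarks: full-block control isoproterenol-only wells, zero-block control NPY plus isoproterenol wells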
NPY-Y1 PAM-ag = NPY-Y1 receptor potentiators or agonists, primary screen, cell-based; NPY-Y1 expressing cells, potentiator/agonist activation; activation, % at 3.6 µM; hit rate 0.37% among 220,000; AID 1304, 2008; in the data active = activation above about 33%, passing the limit was not always enough;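 note: cells stimulated with NPY at EC10 then isoproterenol at EC100; 0% = low agonist plus stimulus and 100% = saturating agonist plus stimulus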
14-3-3 Bad PPI = inhibitors of 14-3-3 zeta/Bad binding, primary screen, biochemical, TR-FRET, bovine 14-3-3 zeta; 14-3-3 protein zeta/delta (Bos taurus), P63103; TR-FRET 14-3-3zeta/Dy647-pBad peptide displacement, 1 h; inhibition, % at 21.7 µM; hit rate 0.71% among 220,000;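 active = inhibition above about 70%, limit read from the data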;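 note: 0% = full 14-3-3 plus peptide FRET controls and 100% = background without 14-3-3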
Target sequence (P63103 whole entry, looked up): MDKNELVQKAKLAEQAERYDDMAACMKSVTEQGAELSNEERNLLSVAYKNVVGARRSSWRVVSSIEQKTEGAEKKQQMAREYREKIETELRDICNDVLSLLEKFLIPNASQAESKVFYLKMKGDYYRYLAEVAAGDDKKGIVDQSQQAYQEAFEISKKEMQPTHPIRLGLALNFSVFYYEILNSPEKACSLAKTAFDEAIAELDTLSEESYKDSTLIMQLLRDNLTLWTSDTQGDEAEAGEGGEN
CHOP inhibitor = inhibitors of CHOP promoter induction, primary screen, cell-based, unfolded protein response, luciferase reporter; CHO-K1 CHOP-promoter luciferase, tunicamycin-induced, 15-18 h; inhibition, % at 10 µM; hit rate 3.8% among 220,000; AID 2732, 2010;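 active = compounds that reduced the stress-induced luciferase reporter signal by more than about 70% of percent inhibition, limit read from the data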;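 note: 0% = tunicamycin plus vehicle and 100% = wells without tunicamycin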
EP2 mod = EP2 receptor modulators, cAMP readout, primary screen, cell-based, HTRF cAMP, PGE2 stimulation; Prostaglandin E2 receptor EP2 subtype (Homo sapiens), P43116; EP2-expressing cells, cAMP HTRF FRET, PGE2 co-stimulation; induction, % at 25 µM; hit rate 0.83% among 260,000;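 active = compounds whose cAMP rise, as percent of the full-agonist control response, exceeds 60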;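 note: rat C6 glioma line stably carrying human EP2 under a CMV promoter; the protocol text gives 20 µM as final concentration; 100% = response of wells given 1 µM PGE2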
PGE2 EP2 inh = human EP2 receptor antagonists, primary screen, TR-FRET cAMP, C6 glioma cells; Prostaglandin E2 receptor EP2 subtype (Homo sapiens), P43116; C6 glioma cells expressing human EP2; cells stimulated with saturating PGE2; inhibition, % at 25 µM; hit rate 0.52% among 260,000; AID 1422, 2008;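 active = percent inhibition above 40 after rounding to a whole number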;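 note: rat C6 glioma host cells with rolipram phosphodiesterase inhibitor present; the protocol text gives 20 µM as final concentration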
PPC-1+TRAIL kill = compounds killing PPC-1 cancer cells with TRAIL present, primary screen, TRAIL potentiator project, ATPLite luminescence, uHTS. PPC-1 cells + TRAIL, ATPLite viability luminescence. cell killing (% activity), % at 4 µM. hit rate 0.41% among 220,000;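 active = cell killing above 50% in the first pass at 4 µM, then a duplicate retest at 5 µM averaging 50% or more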;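 note: plate controls were cells with TRAIL plus DMSO for no effect and medium-only wells lacking cells for full effect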
TRPML3 ag = human TRPML3 channel agonists, primary screen, cell-based, HEK293 TRPML3-YFP, Fluo-8 calcium fluorescence, 3 µM; Mucolipin-3 (Homo sapiens), Q8TDD5; 100% = the carbachol control signal; activation, % at 3 µM; hit rate 0.29% among 220,000;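 active = activation above its plate's cutoff, the mean activation of the plate's test wells plus 3 SD, cut at about 12% in these data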;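 note: 0% = DMSO only wells and 100% = carbachol wells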
Target sequence (Q8TDD5 whole entry, looked up): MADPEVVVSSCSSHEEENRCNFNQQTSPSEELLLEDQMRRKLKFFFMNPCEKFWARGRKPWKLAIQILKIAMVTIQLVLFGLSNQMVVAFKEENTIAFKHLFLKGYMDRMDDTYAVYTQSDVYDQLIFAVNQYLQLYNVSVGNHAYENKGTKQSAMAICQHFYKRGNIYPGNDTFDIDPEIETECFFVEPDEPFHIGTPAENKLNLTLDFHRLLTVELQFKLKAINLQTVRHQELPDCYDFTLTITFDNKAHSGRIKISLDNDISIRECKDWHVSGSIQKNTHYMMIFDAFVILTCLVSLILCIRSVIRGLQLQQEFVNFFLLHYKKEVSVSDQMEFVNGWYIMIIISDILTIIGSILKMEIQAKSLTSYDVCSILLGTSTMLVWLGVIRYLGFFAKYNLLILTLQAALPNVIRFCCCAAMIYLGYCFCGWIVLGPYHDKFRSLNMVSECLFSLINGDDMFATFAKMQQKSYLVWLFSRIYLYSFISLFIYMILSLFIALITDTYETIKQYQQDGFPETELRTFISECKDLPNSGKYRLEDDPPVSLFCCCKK
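Test system: TRPML3-YFP stable HEK293 cells. Doses: single point at 3 µM. Incubation: dye loading 1 h 37 °C then 30 min ambient, 125 s read. Signal: Fluo-8 calcium dye fluorescence, ex 470-495, em 515-575 nm. Measure: percent activation from peak-to-basal fluorescence ratio, scaled between DMSO and carbachol.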
TRPN1 ag = zebrafish TRPN1 channel agonists, primary screen, cell-based, HEK293, calcium fluorescence | AID 1424, 2008 | hit rate 0.18% among 220,000 | activation, % at 3 µM | transient receptor potential cation channel N1 (TRPN1/NompC), Danio rerio | HEK293 zebrafish TRPN1-YFP, Fluo-8 calcium fluorescence; 100% = response to 87 µM carbachol;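 active = activation above its plate's cutoff, the mean activation of test wells on that plate plus 3 SD, cut at about 19% in these data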;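 note: 0% = DMSO alone and 100% = 87 µM carbachol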
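Control set: carbachol 87 µM as high control, DMSO as low control; system: HEK293 stable line with zebrafish TRPN1-YFP; read-out: % activation versus carbachol response; detection: intracellular calcium fluorescence with Fluo-8; doses: single test compound dose, 3 µM nominal, 0.3% DMSO; schedule: dye 1 h 37 °C plus 30 min RT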
* = called active by the depositor; / = not tested or not shown; & = joins results of further samples; [ ] = remark or other dose. An excerpt. The share of hits here may be higher or lower than overall.

smiles,NPY-Y1 PAM-ag,NPY-Y1 antag,TRPML3 ag,EP2 mod,PGE2 EP2 inh,14-3-3 Bad PPI,PPC-1+TRAIL kill,TRPN1 ag,CHOP inhibitor
CSc1ncccc1C(=O)OCc1ccccc1,-15,7,0.0,49,18,-11,-12,0.1,66
CCC(C)NS(=O)(=O)c1ccc(S(=O)(=O)N(CCc2ccc(OC)c(OC)c2)Cc2cccs2)cc1 (centres undefined),-90,35*,0.9,6,7,9[fluorescence artefact?],5,3.1,49
Cc1cccnc1NC1(C(F)(F)F)N=C(c2ccccc2)NC1=O (centres undefined),4,-1,0.6,19,5,2,7,1.6,10
CCCS(=O)(=O)N1CCCC(C(=O)NCCCOCC)C1 (centres undefined),1,12,-0.3,1,0,-6,14,0.8,-14
CCOC(=O)c1c(-c2ccccc2)csc1NC(=O)c1cc(S(=O)(=O)N2CCOCC2)ccc1C,-25,-2,0.8,0,13,-1,26,1.3,31
CCOC(=O)Cc1c[nH]c2ccccc12,-12,1,0.0,10,7,-11[fluorescence artefact?],9,-0.2,26
O=C(N/N=C/c1ccc(OCC(=O)N2CCOCC2)cc1)c1ccccc1Cl,12,4,0.8,-3,6,-14,28,1.6,-2
CCOc1ccc(NC(=O)CSc2ccccc2N)cc1,6,0,-0.5,8,5,-9,26,-1.4,-1
NC(=O)c1snnc1-c1ccccc1,4,/,0.6,0,23,-8,5,0.6,21
CCCCCCCSc1nnc(-c2ccccc2N)c(=O)[nH]1,-5,7,0.2,-3,8,-15,4,-1.7,3
Cc1nc2ccc(NC(=O)N(C(C)C)C(C)C)cc2s1,-1,3,0.9,-25,4,-1,18,-0.6,10
CCOc1ccc(N2C(=O)CC(Sc3nc(C)cc(C)n3)C2=O)cc1 (centres undefined),0,5,1.2,-5,8,-5,21,-0.3,21
COc1ccc(CC(=O)N2CCN(C(=O)Cc3ccc(OC)cc3)CC2)cc1,5,3,0.1,15,/,3,11,1.0,4
CNC(=S)Nc1ccc(N2CCN(c3ccc(C(F)(F)F)cn3)CC2)nc1,22,/,4.2,-34,12,-3,-26,10,29
CC1=C(C(N)=O)C(c2cccs2)NC(=S)N1 (centres undefined),7,-13,0.8,20,2,-12,2,1.3,-10
CCC(C)Sc1nnc(CSc2nc(C)cc(C)n2)n1C (centres undefined),17,2,0.4,19,9,-13,29,0.6,12
Cc1cc(NC(=O)CCC(=O)N(CC(=O)NC2CCCC2)Cc2ccc3c(c2)OCO3)no1,10,7,0.7,15,13,-2,8,0.0,8
NC(=O)CSCc1cccc(Br)c1,14,3,1.3,17,1,5,7,-1.1,10
CCCOC(=O)C1=C(C)NC2=C(C(=O)CCC2)C1c1ccc(N(C)C)cc1 (centres undefined),0,7,0.5,-6,16,-2[fluorescence artefact?],45,0.4,16
CCn1nnc(-c2ccccc2NC(=O)c2ccc(-n3cnnn3)cc2)n1,12,23*,-0.1,-8,4,-3,9,0.8,5

Just PPC-1+TRAIL kill, NPY-Y1 PAM-ag and TRPML3 ag, for some of the entries so far:
canonical_smiles	PPC-1+TRAIL kill	NPY-Y1 PAM-ag	TRPML3 ag
CCCOC(=O)C1=C(C)NC2=C(C(=O)CCC2)C1c1ccc(N(C)C)cc1 (centres undefined)	45	0	0.5
CCn1nnc(-c2ccccc2NC(=O)c2ccc(-n3cnnn3)cc2)n1	9	12	-0.1

Next section.
smiles,NPY-Y1 PAM-ag,NPY-Y1 antag,TRPML3 ag,EP2 mod,PGE2 EP2 inh,14-3-3 Bad PPI,PPC-1+TRAIL kill,TRPN1 ag,CHOP inhibitor
OC(C#CCN1CCCC1)(c1ccccc1)c1cccc(F)c1 (centres undefined),-15,-5,-0.6,11,11,-6[fluorescence artefact?],9,-0.8,-4
CC1(C)CC(=O)C(C=NCC2CCN(C(=O)Nc3ccc(Cl)c(Cl)c3)CC2)=C(O)C1,9,-1,0.1,-6,15,9,1,-0.2,37
Cc1ccc(NC(=O)NC2=NN(c3ccccc3)C(=O)/C2=C2/CCCN2C)cc1,4,-3,1.4,-23,11,-3,-32,-0.5,-4
CCC(=O)Nc1cc(-c2nn3c(C)nnc3s2)ccc1C,3,-3,0.3,12&-8,10&5,-8[fluorescence artefact?],12,-0.7,24
CCc1ccccc1NC(=S)N(Cc1ccc(C(=O)O)cc1)Cc1ccc(OC)c(OC)c1,1,8,0.4,10,3,-1,21,-1.3,-10
CCC(C)(C(=O)NC1CCCC1)N(C(=O)CC1NC(=O)NC1=O)c1ccc(C)cc1 (centres undefined),7,0,0.9,-2,14,-12,6,-1.1,16
Cc1c(C(=O)NCCc2ccc3c(c2)OCCO3)oc2ccccc12,-42,2,-0.8,-46,15,8,21,-0.9,9
COc1cccc(C(=O)NCc2cccnc2)c1,5,0,0.8,11,13,4,15,0.8,24
CN(C)c1ccc(C(CC(=O)c2ccccc2)C2CCCCC2=O)cc1 (centres undefined),-29,-6,0.6,25,4,1,13,-0.4,25
Cc1cc(Cl)ccc1OCc1nc(-c2ccc(O)cc2)n[nH]1,-4,2,3.4,3,10,69,13,3.6,22
O=C(CCN1C(=O)c2ccccc2C1=O)Oc1ccc2ccccc2c1,-2,6,-0.3,-21,14,-11,25,-0.4,39
Cc1nccn1-c1ccc(C(F)(F)F)cc1NC=O,2,-3,0.2,37,10,-9,3,1.1,-6
O=C(NC1CCN(Cc2ccccc2)CC1)C1COc2ccccc2O1 (centres undefined),13,5,0.4,-54,6,-10[fluorescence artefact?],3,0.7,32
Cc1ccc(OCCn2cnc3c(N)ncnc32)cc1,28,1,0.9,2,3,25,-7,0.8,0
O=C(CN1C(=O)CCSc2ccccc21)Nc1ccc2c(c1)OCO2,1,5,0.0,4,7,-14,-22,2.9,28
O=C(Cn1ncc(Cl)c(Cl)c1=O)N1CCN(S(=O)(=O)c2ccc3ccccc3c2)CC1,12,-1,-0.4,0,20,4[fluorescence artefact?],16,-1.0,99*
CCNC(=O)COC(=O)c1ccc(-c2nc3ccccc3s2)s1,-8,-1,0.3,-44,4,7,29,0.6,6
COc1ccc(OC(=O)C2CC(=O)N(c3ccc(C)cc3)C2)cc1 (centres undefined),-2,1,0.2,-13,6,-5,9,-1.1,10
O=C(c1ccc(Cl)nc1)N1CCc2ccccc2C1,-3,2,0.4,17,15,-3,-8,-1.0,19
Cc1ccc(NC(=O)c2c(-c3ccccc3)noc2C)nc1,-7,-1,0.0,10,7,2[fluorescence artefact?],16,-0.6,-19
Cc1ccc(S(=O)(=O)CC2CSc3nnc(C)c(=O)n32)cc1 (centres undefined),-3,0,0.4,-3,9,3,26,-0.6,36
O=C(CSC1=Nc2ccccc2C2=NC(CC(=O)NCc3ccco3)C(=O)N12)NCC1CCCO1 (centres undefined),-6,10,0.1,3,3,-8,21,0.3,17
COc1ccc(NCC(=O)Nc2ccc(Cl)cc2C)c(OC)c1,4,4,0.0,-29,13,-1,7,0.1,23
OCCCNC(=S)Nc1ccc2nccnc2c1,11,3,0.0,-7,10,-19,-23,0.2,2
CCCCNCCCOc1ccc(C)cc1Br,-5,8,0.9,-37,8,16,8,1.3,21
COCCNC(=O)CN(C(=O)CCC(=O)Nc1ccccn1)c1ccc(F)cc1,14,-2,0.8,20,10,14,14,0.7,-8
O=C1CC(N2CCN(c3nc4ccccc4s3)CC2)C(=O)N1c1ccc(F)cc1 (centres undefined),3,1,3.8,-21,15,0,23,7.2,32
N#CC1(Cc2ccc([N+](=O)[O-])cc2)c2ccccc2C=CN1C(=O)c1ccccc1 (centres undefined),2,13,0.7,21,12,-4,22,-1.2,-15
CCCCn1cnc2c1c(=O)n(C)c(=O)n2C,15,10,1.1,-6,10,8,10,-0.9,-10
Cc1nc([N+](=O)[O-])c(N2CCN(C)CC2)n1Cc1ccccc1,-3,0,0.5,30,14,-16,15,0.9,-2
Cc1ccc(C(=O)NCC(=O)OCC(=O)c2c(N)n(C)c(=O)n(C)c2=O)s1,-3,0,0.1,18,/,11,-4,0.6,4
CS(=O)(=O)N1CCc2ccccc2C1,-15,6,-1.0,7,9,-3,14,-0.4,1
CC(C)c1ccc(NC(=O)NC2CCCCC2)cc1,10,1,0.8,-26,10,-4,38,-1.2,10
NS(=O)(=O)c1cccc(NC(=O)COC(=O)Cc2ccc(Cl)cc2)c1,3,5,0.5,-27,5,4,-5,1.2,4
COc1ccc(/C=C/C(=O)OCC(=O)c2c(N)n(C)c(=O)n(C)c2=O)cc1,5,1,1.1,-14,6,-4,13,0.0,32
COc1ccc(N2C(=O)C(=O)/C(=C(/O)c3ccc(C)cc3)C2c2cccnc2)cc1 (centres undefined),-2,-3,0.8,13,12,42,-2,0.7,3
CN(C)CCCN(C(=O)CCc1ccccc1)c1nc2ccc(Br)cc2s1,25,-5,2.7,-35,8,-13,34,2.4,53
CCCCn1nnnc1NCc1ccc(N2CCCC2)cc1,-1,8,-0.4,3,14,3,17,-0.4,11
CCO[C@H]1OC(C(=O)N2CCN(Cc3ccc4c(c3)OCO4)CC2)=C[C@@H](c2ccccc2)[C@@H]1CCCO,-2,0,0.2,-20,12,1,9,0.6,-1
CCOC(=O)C1(Cc2cccc(OC)c2)CCCN(Cc2ccc(NC(C)=O)cc2)C1 (centres undefined),11,-1,0.4,-8,10,19,-3,-0.8,9
CC(C)c1nnc(NC(=O)COc2ccccc2[N+](=O)[O-])s1,-31,/,1.1,-35,10,1,11,0.6,11
Cc1cc(Nc2cccc(F)c2)nc(NCc2ccccc2)n1,-20,4,2.0,7,7,1,9,2.0,71*
